# From PubChem
# DT40 TDP1 CPT: growth inhibition of DT40 Tdp1-/-;hTDP1 cells with camptothecin (screen for TDP1 inhibitors); chicken DT40 Tdp1-/-;hTDP1 cells + 20 nM CPT, ATP luminescence, 48 h; Potency, µM (top dose mostly 46.2 µM), for the others: at the highest dose activity change, negative = growth inhibition, hits mostly inhibitors; 12% of 420,000 active; further: nearly all actives have a fitted effect of over 55% in size
#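 Cell growth measured by CellTiter-Glo luminescence after a minimum 48 h, 37 C compound exposure with 20 nM CPT in Tdp1-knockout DT40 cells stably expressing hTDP1, seeded 400/well; qHTS titration format.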
# TDP1 inh: TDP1 (human) enzyme inhibition; Potency, µM (highest dose often 130 µM), for inactives: at the highest dose activity change, negative = inhibition, most hits filed as inhibitors; Q9NUW8; recombinant TDP1, AlphaScreen DNA substrate cleavage; 0.28% of 350,000 active; AID 485290; further: nearly all actives have a fitted effect of over 40% in size
# Target sequence (Q9NUW8 whole entry, looked up): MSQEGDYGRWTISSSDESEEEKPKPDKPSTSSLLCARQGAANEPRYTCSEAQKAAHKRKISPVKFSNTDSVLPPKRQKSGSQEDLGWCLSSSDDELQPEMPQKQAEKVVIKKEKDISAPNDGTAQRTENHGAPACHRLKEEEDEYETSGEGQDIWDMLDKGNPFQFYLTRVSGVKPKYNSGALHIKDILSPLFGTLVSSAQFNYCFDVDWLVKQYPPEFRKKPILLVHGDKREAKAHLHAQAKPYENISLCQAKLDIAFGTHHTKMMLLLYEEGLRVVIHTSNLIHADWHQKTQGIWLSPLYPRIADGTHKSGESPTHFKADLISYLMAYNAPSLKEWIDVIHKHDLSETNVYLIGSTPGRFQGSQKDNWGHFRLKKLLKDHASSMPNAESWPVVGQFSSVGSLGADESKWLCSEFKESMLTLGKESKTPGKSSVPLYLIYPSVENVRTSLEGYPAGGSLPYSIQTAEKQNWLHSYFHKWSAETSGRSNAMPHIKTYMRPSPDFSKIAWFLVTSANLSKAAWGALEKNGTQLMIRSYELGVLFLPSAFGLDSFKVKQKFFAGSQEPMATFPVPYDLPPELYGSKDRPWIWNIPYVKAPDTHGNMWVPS
#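 Tdp1 1 nM final; 15 min RT w/ cpd; substrate 15 nM, 5 min; beads 10 ug/ml, 10 min; AlphaScreen read. Neg ctrl: no enzyme.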
# DT40 TDP1 no CPT: qHTS for Inhibitors of human tyrosyl-DNA phosphodiesterase 1 (TDP1): qHTS in cells in absence of CPT; DT40 Tdp1-/- hTDP1 cells, no CPT, ATP luminescence, 48 h; Potency, µM (top dose mostly 46.2 µM), for inactives: at the top dose activity change, negative = growth inhibition, most hits filed as inhibitors; 15% of 420,000 active; further: nearly all actives have a fitted effect of over 55% in size
#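 Chicken DT40 Tdp1-/- cells stably complemented with human TDP1 were seeded at 400 cells/well with DMSO in place of 20 nM camptothecin. After compound pinning, cells grew at least 48 hr at 37 °C; viability read by CellTiter-Glo luminescence.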
# An asterisk follows results filed as active; ? = inconclusive; · = not tested or not shown; & = joins results of further samples; ! = not confirmed by another sample; [ ] = dose if it differs, or a comment. The call rests on the fitted dose curve; in most records, active means well fitted curve in the direction sought with a large enough effect; inconclusive means small, poorly fitted or top-dose-only effect, or another doubt; inactive means no such curve, though single readings can be large; an effect the other way counts as inactive or inconclusive. On the % scale 0 is the no-effect control and ±100 the full control effect; potency means the concentration at half of the fitted maximal effect.
Structure	DT40 TDP1 CPT	TDP1 inh	DT40 TDP1 no CPT
CC(/C=N/NC(=O)c1ccco1)=C\c1ccccc1	-19%	3%	-26%
Cc1ccc(C)n1-c1cc([N+](=O)[O-])ccc1-n1ccnc1	-16%	3%	-29%
O=C(C1=C(O)C(=O)N(CCN2CCOCC2)C1c1ccc([N+](=O)[O-])cc1)c1cccs1 (stereo not drawn)	-8%	·	-20%
COc1ccc(Br)c(C(=O)OCC(=O)NC2CCCCCCC2)c1	1%	·	?
CC(C)(C)c1ccc(C(=O)NCC(=O)OCC(=O)Nc2ccc3c(c2)OCCO3)cc1	-4%	9%	-8%
CCOC(=O)CCCCC(=O)c1[nH]c(=O)[nH]c1CN1CCOCC1	7%	11%	2%
O=C(Nc1nnc([C@H]2C[C@H](O)[C@@H](CO)O2)s1)Nc1ccccc1Oc1ccccc1	-23%	·	-8%
O=C(O)C1CCCCC1C(=O)Nc1ccc(F)c(F)c1 (stereo not drawn)	-5%	3%	8%
Cc1ccoc1C(=O)NCCNc1ccc(Cl)cc1[N+](=O)[O-]	-23%	10%	-30%
CCOc1ccc(CCN2C(=O)C(=O)N([C@@H](Cc3ccccc3)CN3CCC[C@H]3CN3C(=O)C(=O)NC[C@@H]3Cc3ccccc3)C[C@@H]2Cc2ccc(O)cc2)cc1	?	·	?
C1=C(c2ccccc2)Nc2ncnn2C1c1ccccc1 (stereo not drawn)	5%	·	-26%
CCC(=O)N1c2ccc(S(=O)(=O)CCC(=O)NC3CCCC3)cc2CC1C (stereo not drawn)	-27%	0%	-3%
Cc1ccccc1S(=O)(=O)NC1=NCCCCC1	-9%	4%	0%
O=C(CCC(=O)N(CC(=O)NC1CCCCC1)Cc1cccs1)Nc1ccccn1	9%	0%	-1%
CCOc1cccc(/C=N/NC(=O)C2CCCC2)c1O	?	2%	?
O=C(COC(=O)C12CC3CC(CC(C3)C1)C2)Nc1ccc([N+](=O)[O-])cc1Cl	-30%	7%	?
CCOc1ccc(NC(=O)Cn2nnc(C(=O)NCc3ccco3)c2N)cc1	1%	3%	-12%
O=C(NCc1ccc(F)c(F)c1)C1CCC(=O)N(CCc2ccccc2)C1 (stereo not drawn)	1%	·	21%
COc1ccc(OCc2nnc(SCC(=O)NC3CCCCC3)o2)cc1	2%	4%[0.0935 µM]	-15%
CCC(C)C(=O)Nc1nc(C)c(-c2csc(Nc3cc(OC)ccc3OC)n2)s1 (stereo not drawn)	16µM*	11%	15µM*
COC(=O)c1c(NC(=O)COC(=O)Cn2cnc3ccccc32)sc2c1CCCC2	-2%	3%	?
CN1N=C(C(=O)N=c2sc3ccccc3n2C)CCC1=O	8%	·	-4%
O=C(O)Cc1ccc(-c2ccccc2-c2ccccc2)cc1	15µM*	3%	21µM*
Cc1cccc(C)c1N1CC(c2nc3ccccc3n2CC(=O)OC(C)C)CC1=O (stereo not drawn)	?	6%	16µM*

# Two compounds drawn at random from the list so far, as already listed:
Structure	DT40 TDP1 CPT	TDP1 inh	DT40 TDP1 no CPT
CN1N=C(C(=O)N=c2sc3ccccc3n2C)CCC1=O	8%	·	-4%
O=C(NCc1ccc(F)c(F)c1)C1CCC(=O)N(CCc2ccccc2)C1 (stereo not drawn)	1%	·	21%

# Additional results follow.
Structure	DT40 TDP1 CPT	TDP1 inh	DT40 TDP1 no CPT
Nc1c(Br)cc2c(c1Br)C(O)c1ccccc1-2 (stereo not drawn)	-22%	·	-30%
COc1cc(OC)cc(-c2nnc(NC(=O)CCS(=O)(=O)c3ccccc3)o2)c1	?	·	16µM*
O=C(CN(c1ccccc1F)S(=O)(=O)c1ccccc1)Nc1ccc2c(c1)OCCO2	-18%	5%	-20%
Cc1ccc(NC2OC(CO)C(O)C(O)C2O)cc1 (stereo not drawn)	4%	1%	-1%
O=C1CC(NNc2ccccc2)C(=O)N1c1ccccc1 (stereo not drawn)	-25%	8%	-29%
CC(=O)c1sc(NC(=O)C(C)C)nc1C	0%	-4%	-21%
COc1cccc(CNS(=O)(=O)c2ccc(-n3cnnn3)c(C)c2)c1	-17%	·	-29%
COc1ccc(OC)c(/C=c2\sc3nc(-c4cccs4)nn3c2=O)c1	1%	-3%	-1%
CSc1nc(N)nc2c1ncn2CC(=O)N[C@H](C)c1cccc2ccccc12	?	-6%	?
C=C(C)C1CCC2(C(=O)O)CCC3(C)C(CCC4C5(C)C(C=O)C(O)C(C)(C)C5CCC43C)C12 (stereo not drawn)	?	·	?
Nc1ccccc1C(=O)NN=Cc1cccc([N+](=O)[O-])c1	-5%	·	-6%
O=C(CSc1ccc2ccccc2c1Br)Nc1cccc(S(=O)(=O)NC2=NCCCCC2)c1	-28%	2%	?
CCc1ccccc1N1CC23C=CC(O2)C(C(=O)OCC(C)C)C3C1=O (stereo not drawn)	0%	4%	-6%
COc1ccc(CCNC(=O)CCN2C(=O)COc3ccc(C)cc32)cc1OC	-24%	8%	?
Cc1ccc(C(=O)NCC(=O)Nc2ccncc2)cc1	?	3%	-13%
Cc1cc(C)n(C(=O)Cn2nc(C)c(Cl)c2C)n1	28%	·	-11%
Cc1[nH]c2ccccc2c1SCC(=O)N1CCCCCC1	-17%	7%	-1%
COc1ccccc1NC(=O)C1CCCN(S(=O)(=O)c2cnc[nH]2)C1 (stereo not drawn)	2%	-1%	-4%
CS(=O)(=O)N1CCN(c2ccc(Cl)cc2[N+](=O)[O-])CC1	0%	0%	-3%
C=C(C)CSc1nc2c(c(=O)[nH]c(=O)n2C)n1Cc1ccccc1	?	·	?
CCOc1ccc(OCCC(=O)OCC(=O)NCc2ccccc2)cc1	3%	-1%	6%
CCOC(=O)c1c(NC(=O)/C=C/c2ccco2)sc(C)c1C	-41%	-6%	-22%
O=C(Nc1cccc(C(=O)N2CCN(c3ccc(F)cc3)CC2)c1)c1ccccc1	?	0%	?
Cc1cc(Cl)ccc1Oc1ncc(-c2ccc(Cl)cc2)cn1	?	-1%	?
OCCNc1nc(NCc2ccccc2)c2ccccc2n1	?	·	?
C[C@]12CCC(=O)C=C1CC[C@@H]1[C@@H]2[C@@H](O)C[C@@]2(C)[C@H]1CC[C@]2(O)C(=O)COC(=O)CCC(=O)O	?	11%	8.4µM*!
Cc1ccccc1-c1nc(N2CCN(C)CC2)c2ccccc2n1	1%	·	-1%
Cc1[nH]n(-c2ccccc2)c(=O)c1N=Nc1ccccc1C(=O)N1CCCCC1	-4%	·	6%
CCNC(=S)N1C2CCC1CC(NC(=O)NC1CCCCC1)C2 (stereo not drawn)	-6%	0%	10%
O=C(COCc1cc(-c2ccco2)on1)Nc1cc(Cl)ccc1O	?	12%	?
O=C(c1cccs1)n1nc(-c2ccccc2)nc1NCc1ccc(F)cc1	-8%	3%	-5%
Cc1ccc(/C=c2\sc3n(c2=O)CN(c2ccc(Br)cc2)CN=3)o1	-10%	4%	?

# (further entries)
# Second line of a record: DT40 TDP1 CPT | TDP1 inh | DT40 TDP1 no CPT
O=C(O)C(Cc1ccccc1)NS(=O)(=O)c1ccc2c(c1)OCCO2 (stereo not drawn)
  -5% | 3% | -2%
O=C(Nc1ccc2c(c1)OCCO2)C(C1CC1)n1c(=O)c(-c2ccco2)nc2ccccc21 (stereo not drawn)
  1% | · | -18%
O=C1c2cccc(Sc3ccccc3)c2C(=O)c2c(Sc3ccccc3)cccc21
  10% | 7% | 0%
CCC(CC)NC(=O)CSc1nnc(-c2ccc(OC)cc2)n1C(C)C
  -21% | 1% | -17%
CC(=O)Nc1ccc(S(=O)(=O)NNC(=O)COc2cc(C)ccc2C(C)C)cc1
  -29% | 8% | -12%
CC(C)(C)C(=O)O/N=C(\N)c1ccc(Br)cc1
  -6% | -6% | ?
O=C(NCC(=O)N1CCCC(C(F)(F)F)C1)c1ccccc1Br (stereo not drawn)
  10% | · | 9%
CCOC(=O)c1ccc2nc(C)c(C)nc2c1
  10% | · | 12%
Clc1cnc(N/N=C/c2cccs2)c(Cl)c1
  -15% | 4% | ?
CC(O)[C@H]1CC[C@H]2[C@@H]3CC[C@H]4C[C@@H](O)CC[C@]4(C)[C@H]3C(=O)C[C@]12C (stereo partly drawn)
  ? | 0% | -27%
c1ccc(OCCSc2nnnn2C2CCCCC2)cc1
  -22% | -13% | -14%
CC(=O)Nc1ccc(C(=O)CSc2cc(C)c3cccc(C)c3n2)cc1
  ? | 3% | ?
Cc1sc2ncnc(OCC(=O)NC3CCS(=O)(=O)C3)c2c1C (stereo not drawn)
  2% | 4% | -2%
Oc1ccc(/C=N/n2cc(-c3ccccc3)[nH]c2=S)cc1
  ? | 3% | ?
Cc1noc(C)c1COc1ccccc1C(=O)N(C)Cc1ccco1
  ? | 1% | ?
COc1ccc(/C(N)=N/OC(=O)c2c(-c3ccccc3Cl)noc2C)cc1OC
  21µM* | 5% | ?
Cc1ccccc1NC(=O)Nc1nc(C(N)c2ccccc2)cs1 (stereo not drawn)
  ? | · | ?
OCc1cn(-c2ccccc2)nn1
  17% | 3% | 3%
CCCCC[C@H](C)N1C[C@@H](COCc2ccccc2)Oc2cc(N3CCC[C@@H]3CO)ccc2S1(=O)=O
  ? | · | ?
O=S(=O)(Nc1ccccc1N1CCOCC1)c1ccc(F)c(Cl)c1
  ? | -5% | 5%
COc1ccc(/C=C/C(=O)c2cc(Cl)ccc2O)c(OC)c1
  ? | · | ?
COCOCCn1cc(CN2CCS(=O)(=O)N(Cc3ccc(-c4cccc(CO)c4)cc3)C(C)C2=O)nn1 (stereo not drawn)
  1% | · | -15%
CC(=O)Nc1ccc(C(=O)NNC(=O)c2cc([N+](=O)[O-])cc([N+](=O)[O-])c2)cc1
  0% | 4% | 10%
O=C1CC(c2ccc(O)cc2)Oc2cc(O)ccc21 (stereo not drawn)
  -20% | · | -4%
O=c1[nH]cc(O)c(=O)[nH]1
  5% | -9% | 0%
COc1cc(C(=O)Nc2ccc(OCc3cc(=O)n4cccc(C)c4n3)cc2)cc(OC)c1OC
  ? | · | ?
CCCCOc1ccc(C(=O)Nc2ccc3c(c2)CCCN3C(=O)c2cccs2)cc1
  5.8µM* | 6% | 5.2µM*
Cc1ccc(C)c(OCC(=O)NC(Cc2c[nH]c3ccccc23)C(=O)O)c1 (stereo not drawn)
  -4% | -4% | ?
COc1ccccc1C(=O)NNC(=O)C(=O)Nc1ccc(C)c(Cl)c1
  ? | 12% | ?
CC(C)c1cc(=O)[nH]c(SCC(=O)NC2CCCC2)n1
  9% | 6% | 25%

# Whole records from above. Order of screens: DT40 TDP1 CPT | TDP1 inh | DT40 TDP1 no CPT
# `CC(=O)Nc1ccc(S(=O)(=O)NNC(=O)COc2cc(C)ccc2C(C)C)cc1` across the screens: -29% | 8% | -12%
# `COc1ccc(/C(N)=N/OC(=O)c2c(-c3ccccc3Cl)noc2C)cc1OC` across the screens: 21µM* | 5% | ?
# `CCCCC[C@H](C)N1C[C@@H](COCc2ccccc2)Oc2cc(N3CCC[C@@H]3CO)ccc2S1(=O)=O` across the screens: ? | · | ?

# Further entries:
# Second line of a record: DT40 TDP1 CPT | TDP1 inh | DT40 TDP1 no CPT
O=C(NC(=S)NCCO)c1cn(-c2ccccc2)nc1-c1ccccc1
  -22% | 0% | -19%
CC1CC/C(=C\c2ccc3c(c2)OCO3)C(=O)/C1=C/c1ccc2c(c1)OCO2 (stereo not drawn)
  ? | 7% | ?
O=C(Nc1ccc([N+](=O)[O-])cn1)c1cc(-c2cccc(Br)c2)nc2ccccc12
  ? | -3% | -18%
CC1(C)CC(=O)C(Sc2ccccc2)=C(O)C1
  9% | 9% | -16%
Cc1noc(C)c1C(=O)N1CCC1(C)C(=O)NS(=O)(=O)c1ccc(F)cc1F (stereo not drawn)
  4% | · | 0%
COc1ccc(/C=C/CN2CCN(Cc3cccc(OC)c3)C(CCO)C2)cc1 (stereo not drawn)
  -3% | 3% | 0%
CCOc1ccc(-n2cnnn2)cc1S(=O)(=O)NCCc1ccc(OC)c(OC)c1
  5% | 5% | 0%
CN1CCC(Oc2ccc(Sc3ccccc3)cc2)CC1
  ? | 0% | 23µM*
CCN1CCN(CCCN(Cc2ccco2)C(=S)Nc2cc(Cl)ccc2C)CC1
  -5% | 1% | -11%
CCCNc1ncnc2onc(C)c12
  -21%&-25% | 3%&-7% | ?

# Molecules above containing a tert-butyl group:
# Second line of a record: DT40 TDP1 CPT | TDP1 inh | DT40 TDP1 no CPT
CC(C)(C)c1ccc(C(=O)NCC(=O)OCC(=O)Nc2ccc3c(c2)OCCO3)cc1
  -4% | 9% | -8%
CC(C)(C)C(=O)O/N=C(\N)c1ccc(Br)cc1
  -6% | -6% | ?

# Compounds as they come; 18% or so of the library scored in one or more.
